# Anesthetic bind: qHTS Assay for Identification of Novel General Anesthetics. Ferritin light chain (Equus caballus), P02791. apoferritin/1-aminoanthracene competitive binding, fluorescence. Potency, µM (doses to about 77.5 µM), inactives show at the highest dose activity change, negative = displacement, actives largely listed as inhibitors. hit rate 0.074% among 350,000. AID 485281, 2010; also: potency is read from the fitted curve at half-maximal effect; % is scaled to controls: 0 for no effect and ±100 for the full control effect; nearly all actives have a fitted effect of over 20% in size
# Target sequence (P02791 2-175 limits assumed): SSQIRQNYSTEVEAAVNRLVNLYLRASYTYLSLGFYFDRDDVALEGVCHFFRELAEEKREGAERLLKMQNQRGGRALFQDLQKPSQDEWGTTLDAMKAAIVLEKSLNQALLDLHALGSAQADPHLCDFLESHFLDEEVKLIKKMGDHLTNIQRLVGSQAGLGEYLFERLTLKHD
#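 Probe: 1-aminoanthracene (50% saturated, PBS). Protein: horse-spleen apoferritin, 10 uM. Incubation: 10 min, room temperature. Detection: 380 nm excitation, 535 nm emission. Analysis: normalized response, four-parameter Hill.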
# POLH inh: qHTS for Inhibitors of Polymerase Eta. DNA polymerase eta (Homo sapiens), Q9Y253. recombinant Pol eta, fluorescent DNA replication assay. Potency, µM (series often up to 114 µM), inactives show top-dose activity change, negative = inhibition, usual class: inhibitors. hit rate 1.2% among 390,000. AID 588591, 2011; also: potency is read from the fitted curve at half-maximal effect; % is scaled to controls: 0 for no effect and ±100 for the full control effect
# Target sequence (Q9Y253 whole entry, looked up): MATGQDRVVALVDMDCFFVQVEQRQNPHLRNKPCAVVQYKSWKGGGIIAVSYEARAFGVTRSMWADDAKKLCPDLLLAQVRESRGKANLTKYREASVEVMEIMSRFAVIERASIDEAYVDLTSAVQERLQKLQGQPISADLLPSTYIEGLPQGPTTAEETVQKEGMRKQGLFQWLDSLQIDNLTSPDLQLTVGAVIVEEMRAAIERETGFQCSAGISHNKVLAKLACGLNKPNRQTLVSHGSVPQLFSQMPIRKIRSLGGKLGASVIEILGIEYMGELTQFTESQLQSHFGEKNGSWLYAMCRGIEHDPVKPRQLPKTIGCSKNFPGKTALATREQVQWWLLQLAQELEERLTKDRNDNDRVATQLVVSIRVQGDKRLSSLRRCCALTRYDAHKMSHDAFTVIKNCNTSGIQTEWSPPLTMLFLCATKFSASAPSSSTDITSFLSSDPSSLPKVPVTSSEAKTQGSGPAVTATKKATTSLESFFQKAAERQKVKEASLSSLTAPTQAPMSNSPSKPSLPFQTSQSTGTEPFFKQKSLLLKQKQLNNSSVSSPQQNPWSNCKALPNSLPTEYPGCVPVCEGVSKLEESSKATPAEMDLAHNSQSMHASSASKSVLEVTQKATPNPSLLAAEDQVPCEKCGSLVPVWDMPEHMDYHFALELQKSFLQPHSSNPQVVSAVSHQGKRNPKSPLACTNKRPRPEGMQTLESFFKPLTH
#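 Pol eta at 10 nM preincubated with compounds 15 min at room temperature; reaction started with fluorescent substrate (50 nM final) and read kinetically at 0 and 10 min.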
# Pol kappa inh: qHTS for Inhibitors of Polymerase Kappa; DNA polymerase kappa (Homo sapiens), Q9UBT6; purified Pol kappa, fluorescent DNA synthesis assay, 10 min; Potency, µM (top dose mostly 107 µM), inactives show at the top dose activity, negative = inhibition, most hits filed as inhibitors; hit rate 0.53% among 400,000; AID 588579, 2011; also: potency is read from the fitted curve at half-maximal effect; % is scaled to controls: 0 for no effect and ±100 for the full control effect
#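 50 nM final substrate added after 15 min RT preincubation of 10 nM Pol kappa with compound; fluorescence read at 0 and 10 min.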
# APEX1 inh: qHTS Assay for Inhibitors of the Human Apurinic/apyrimidinic Endonuclease 1 (APE1). DNA repair nuclease/redox regulator APEX1 (Homo sapiens), P27695. recombinant APE1, TAMRA/BHQ-2 abasic DNA cleavage fluorescence. AID 2517, 2012. Potency, µM (titrated, usually from 65.8 µM), for the others: at the highest dose activity change, negative = inhibition, usual class: inhibitors. hit rate 0.35% among 350,000;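 also: potency is read from the fitted curve at half-maximal effect; plate controls were vehicle for no effect and reference inhibitor for full effect; nearly all actives have a fitted effect of over 55% in size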
#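 Readout is kinetic fluorescence (ex 525, em 598 nm) from cleavage of 50 nM TAMRA/BHQ-2 THF abasic duplex by 0.75 nM APE1, compound added 15 min beforehand at RT.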
# GRP78 ERSR act: qHTS for Inducers of the Endoplasmic Reticulum Stress Response (ERSR) in Human Glioma: qHTS; U87-MG GRP78 promoter luciferase reporter, 16 h; Potency, µM, inactives show top-dose activation, usual class: activators; hit rate 0.02% among 420,000; AID 602332, 2012; also: potency is read from the fitted curve at half-maximal effect; series mostly up to about 76 µM; % of control where 0% means no effect; nearly all actives have a fitted effect of over 35% in size
#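 Stably transfected U87-MG glioma cells carrying a GRP78-based luciferase sensor; 16 h compound incubation. Luminescence end-point read 10 min after Bright-Glo addition at room temperature.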
# Pol iota inh: qHTS for Inhibitors of Polymerase Iota; hit rate 1% among 390,000; Potency, µM (doses to about 115 µM), for inactives: at the highest dose activity, negative = inhibition, actives largely listed as inhibitors; DNA polymerase iota (Homo sapiens), Q9UNA4; AID 588590, 2011; Pol iota fluorescent replication assay, 10 min; also: potency is read from the fitted curve at half-maximal effect
#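 Pol iota at 10 nM preincubated 15 min with compounds at room temperature; reaction started with fluorescent substrate, 50 nM final. Fluorescence read kinetically at 0 and 10 min; buffer-only wells as negative control.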
# LDHA block: qHTS assay for inhibitors of human lactate dehydrogenase; L-lactate dehydrogenase A chain (Homo sapiens), P00338; purified LDHA, NADH/diaphorase-resazurin fluorescence; active compounds read low; activity change, % (values are at about 110 or 230 µM); hit rate 0.15% among 480,000; in the data active = activity change below about -30%; inconclusive = mostly about -25% to -30%;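 also: plate controls were DMSO wells for no effect and wells without enzyme for full effect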
#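 Resorufin fluorescence (ex540/em590), read at 0 and 20 min after diaphorase/resazurin addition, reports the NADH left after a 5 min room-temperature reaction of 2 nM human LDH5 with 0.06 mM NADH and 0.2 mM pyruvate.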
# BLM inh: qHTS Assay for Inhibitors of Bloom's syndrome helicase (BLM). RecQ-like DNA helicase BLM (Homo sapiens), P54132. recombinant BLM DNA unwinding, fluorescence dequenching. Potency, µM (titrated, usually from 56.1 µM), for inactives: at the top dose activity change, negative = inhibition, actives largely listed as inhibitors. hit rate 0.2% among 350,000;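 also: potency is read from the fitted curve at half-maximal effect; plate controls were vehicle for no effect and no enzyme for full effect; nearly all actives have a fitted effect of over 35% in size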
# POLB inh: qHTS Assay for Inhibitors of DNA Polymerase Beta; Pol beta primer extension/strand displacement, fluorescence kinetic; Potency, µM (top dose mostly 114 µM), without a hit: at the top dose activity change, negative = inhibition, actives largely listed as inhibitors; hit rate 1.3% among 340,000; AID 485314, 2010; also: potency is read from the fitted curve at half-maximal effect; % is scaled to controls: 0 for no effect and ±100 for the full control effect
#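 Pol beta (10 nM) was preincubated with compound for 15 min at room temperature. The reaction was then started with 50 nM substrate and read immediately and after a further 10 min at room temperature.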
# Starred values were filed as active, the others as inactive; ? = inconclusive; . = no result given; & = joins results of further samples; [ ] = dose if it differs, or a comment. Unless noted, calls follow the shape of the dose curve; as a rule, active = well fitted curve in the direction sought with a large enough effect; inconclusive = small, poorly fitted or top-dose-only effect, or another doubt; inactive = no such curve, though single readings can be large; an effect the other way counts as inactive or inconclusive. The list is partial (hit frequency here may not be typical).
SMILES,Anesthetic bind,POLH inh,Pol kappa inh,APEX1 inh,GRP78 ERSR act,Pol iota inh,LDHA block,BLM inh,POLB inh
CC(C)(C)NS(=O)(=O)c1ccc(NC(=O)C2CC(=O)N(CCc3ccc(F)cc3)C2)cc1 (centres undefined),-6%,-14%,-17%,2%,-5%,90%[activator],-3,-6%,-5%
Oc1nc(Nc2ccccc2)sc1/C=C1\C=Nc2ccccc21,8%,-7%,5%,-3%,8%,28%,-1,-9%,-23%
O=C(COC(=O)c1ccc2c(c1[N+](=O)[O-])C(=O)c1ccccc1C2=O)NC1CC1,-23%,-7%,-1%,-6%,11%,-7%,5,-5%,-8%
O=C(OCC(=O)N1CCOCC1)C(c1ccccc1)c1ccccc1,-8%,-5%,-2%,2%,-4%,19%,-6,-2%,44%
O=C(c1c(Cl)nc2sccn12)N(C(=O)c1c(Cl)nc2sccn12)c1ccc(Cl)cn1,-11%,-7%,-9%,-11%,4%,13%,-11,5%,3%
Cc1c(N=C/C=C2/N(C)c3ccccc3C2(C)C)c(=O)n(-c2ccccc2)n1C,2%,-9%&-7%,-4%&1%,-1%,-6%&0%,8%&-6%,-4&3,1%,2%
Cc1ccc2c([N+](=O)[O-])cccc2n1,-2%,-8%,-5%,-6%,-4%,3%,1,0%,22%
COc1ccc(CNC(=O)C2CCCN(c3ncnc4c3nc3n4CCCCC3)C2)cc1 (centres undefined),12%,-4%,15%,54%,-4%,29%,-2,2%,9%
Cc1ccc(CS(=O)Cc2ccc(C(=O)NCC(C)c3ccccc3)o2)cc1 (centres undefined),-14%,-11%,5%,31%,-1%,-13%,-2,1%,14%
COc1ccc(-c2cc(C(C)=O)c(C)n2CCC(=O)Nc2ccc(C)c(Cl)c2)cc1,-5%,5%,-8%[60.1 µM],.,-5%,-4%,-6,-4%,-1%
Cc1cc(Cl)c(OCCn2ccnc2)c(Br)c1,?,-10%,3%,-38%,-3%,1%,-14,3%,-5%
N#C/C(=C\c1ccccc1C(F)(F)F)C(=O)Nc1ccccc1,2%,-8%,-5%,5%,-3%,31%[activator],0,-5%,14%
Cc1ccc(C)c(N2CCN(C(=O)C3CCCN(S(=O)(=O)c4ccc5c(c4)oc(=O)n5C)C3)CC2)c1 (centres undefined),-5%,-23%,-8%,.,-1%,34%[activator],-2,-8%,9%
Cn1c(=O)c2c(SCC(=O)Nc3nccs3)nc(C3CC3)nc2n(C)c1=O,2%,-10%,-9%,-4%,-4%,62%[activator],-3,2%,13%
O=C(/C=C/NCc1cccnc1)c1ccc(Br)cc1,.,-16%,3%,.,0%,-19%[58.9 µM],5,.,.
CC1CCCN(Cc2c(O)ccc3c(=O)c(Oc4ccccc4Cl)c(C(F)(F)F)oc23)C1 (centres undefined),1%,0%,-5%,.,-2%,2%,-8,1%,10%
CCc1ccc(/C=N/Nc2nn[nH]n2)cc1,-3%,2%,0%,-2%,-1%,?,-11,5%,31%
Cc1cccc(NC(=O)CN2CCN(C(=O)C3CCC3)CC2)c1C,.,-3%,-10%,18%,-5%,14%,-6,.,.
Cc1sc2ncnc(Sc3nnnn3-c3ccc(Cl)cc3)c2c1C,?,10%,-18%,1%,-16%,14%,-9,-3%,-24%
C/C(=N\NC(=O)c1ccccc1C)c1ccc(N2CCOCC2)cc1,2%,1%,-4%,0%,5%,4%,-5,0%,-1%
Oc1c(Br)cc(Br)cc1C=Nc1cccnc1,52%[activator],6%,-11%,-12%,-7%,-30%,3,-4%,9%
NC(=O)C1CCC(NC(=O)OCc2ccccc2)CC1 (centres undefined),-9%,-20%,-12%,3%,0%,-6%,-5,1%,27%
CCC1CCCCN1S(=O)(=O)c1ccc(NC(=O)c2snnc2C)cc1 (centres undefined),?,-5%,-7%,10%,-3%,-1%,-6&-1,-8%,-14%
Cc1coc2cc3oc(=O)c(CC(=O)NCc4ccccc4)c(C)c3cc12,6%,-6%,12%,.,-1%,25%,-12,-1%,22%
COC(=O)c1ccc(Cn2nc(-c3cc(C)ccc3C)ccc2=O)cc1,-4%,-26%,-6%,12%,-4%,28%,-3,-4%,7%
Cc1ccc(OCC(O)Cn2c(N3CCOCC3)nc3c2c(=O)[nH]c(=O)n3C)cc1 (centres undefined),-8%,-23%,-4%,0%,-6%,-5%,-2,2%,21%
CC1CCCCC1NC(=O)c1cccc(S(=O)(=O)N2CCN(Cc3ccccc3)CC2)c1 (centres undefined),.,-5%,-16%,-4%,-1%,6%,-7,.,.
CCOC(=O)C1=C(C)N[C@@]2(O)c3ccccc3C(=O)[C@@]12O,-2%,-11%,-6%,-6%,-6%,14%,-1,-7%,21%
O=C(O)CCCC(=O)Nc1ccc(S(=O)(=O)Nc2nccs2)cc1,0%,-16%,-2%,12%,-1%,142%[activator],-2,-11%,-7%
O=S(=O)(c1ccc(Cl)cc1)N1CN(CC2CCCO2)c2nc3ccccc3nc21 (centres undefined),-7%,-17%,5%,-3%,14%,14%,-3,-10%,78%
Cc1ccc(C)c(S(=O)(=O)N2C(=S)NC(=O)C2CC(C)C)c1 (centres undefined),-8%,-20%,-6%,3%,6%,-8%,-3,1%,-1%
NC(=O)[C@@H]1CCCN1Cc1nc(-c2ccc(C(F)(F)F)cc2)no1,-12%,-21%,-1%,-2%,2%,16%,-5,-1%,6%
CNC(=S)Nc1cc(C(=O)N2CCCC2)ccc1N1CCCC1,-3%,-14%,3%,11%,-2%,13%,3,1%,8%
O=C(Nc1nc2c(s1)CCCC2)c1cc2n(n1)C(C(F)(F)F)CC(C1CC1)N2 (centres undefined),?,3%,-6%,?,-1%,3%,-6,-2%,-1%
CCOc1ccc(-n2c(SCC(=O)N3CCCc4ccccc43)nc3c([nH]c4ccccc43)c2=O)cc1,-7%,4%,-5%[60.1 µM],.,-2%,-16%,-1,-2%,2%
COc1cc(C(=O)COC(=O)c2c(C)noc2C)cc(OC)c1OC,.,-4%,-10%,4%,6%,7%,-1,.,.
COc1cccc(NC(=O)N(CCC(C)C)C2CCN(C(C)C)CC2)c1,-4%,-10%,-5%[60.1 µM],.,1%,42%[activator],1,-1%,31%
Cc1ccc(CNC(=O)CNC(=O)c2c(C)nn(C)c2Cl)cc1,-2%,-19%,9%,11%,-2%,-19%,-2,0%,9%
O=C(Nc1ccc2snnc2c1)Nc1cccc2ccccc12,-16%,-1%,-2%,-4%,-5%,?,10,-5%,-17%
CC(=O)c1ccc(NC(=O)c2ccc([N+](=O)[O-])o2)cc1,-9%,10%,-4%,17%,-7%,?,8,-3%,-12%
COc1ccc(S(=O)(=O)N2CCCCCC2)cc1NC(=O)Cc1ccccc1,30%[activator],-1%,-20%,1%,-3%,112%[activator],-4,-4%,-1%
C=CCNc1nc(NCC)nc(N2CCOCC2)n1,-7%,3%,-3%,1%,-2%,14%,-6,-3%,3%
COc1ccc(Nc2nc(-c3c(C)nc4ncccn34)cs2)cc1,?,-14%,-2%,-1%,-5%,64%[activator],5,-14%,-20%
O=C(c1cn(-c2ccccc2)nc1-c1ccc(F)cc1)N1CCOCC1,?,-4%,-5%,-7%,5%,18%,-9,-1%,2%
CCOC(=O)C(NC(=O)Nc1ccc(C(N)=O)cc1)(c1ccccc1)C(F)(F)F (centres undefined),-17%,-15%,-4%,3%,-3%,22%,-8,-5%,7%
CN(CCc1cnn(C)c1)C(=O)CCc1nnc(CCCc2ccccc2)o1,-5%,-5%,-2%,2%,1%,83%[activator],-7,-11%,1%
O=C(Nc1nc2c(s1)CCCC2)c1cc(-c2ccccc2)nc2ccccc12,-9%,-16%,-4%,2%,-4%,10%,-7,2%,0%
CC(=O)N1CCOc2ccc(S(=O)(=O)NCCc3ccc(S(N)(=O)=O)cc3)cc21,-3%,0%,-17%,-5%,-2%,-1%,-7,-1%,-13%
Cc1nn(-c2ccc(Cl)cc2Cl)c(=O)c2ccccc12,-2%,-2%,-18%,-3%,-1%,9%,-2,1%,-3%
O=C(OCCN(CCOC(=O)c1ccncc1)S(=O)(=O)c1cccs1)c1ccncc1,-7%,-20%,-12%,1%,2%,29%,-4,5%,1%
Cc1cccc(OCCCC(=O)Nc2nc3ccccc3[nH]2)c1,-10%,-9%,-15%,3%,6%,134%[activator],-5,3%,0%
Cc1ccc2nc(-c3ccccc3)nc(SC(C)C(=O)NCc3cccs3)c2c1 (centres undefined),-5%,.,.,1%,.,.,.,1%,11%
O=C(COc1ccc(F)cc1)NCCNC(=O)COc1ccc(F)cc1,.,-16%,0%,-3%,0%,28%,-3,.,.
C1COCCNCCOCCOCCOCCN1,-6%,-5%,-13%,3%,-5%,20%,-6,3%,26%
CC(C)C(NC(=O)c1ccc(F)cc1)C(=O)N1CCN(C(=O)c2ccco2)CC1 (centres undefined),.,2%,1%,23%,-1%,2%,1,.,.

# Compound activity (PubChem BioAssay)
